Screening data as filed in PubChem.
MCL1 BIM primary: inhibitors of human MCL1 binding to BIM-BH3 peptide; Q07820; GST-MCL1 / FITC-Bim-BH3 fluorescence polarization; inhibition, % at 10.9 µM; actives 0.68% (n = 320,000);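 active means inhibition above the mean inhibition of all tested compounds plus 3 SD, set per campaign, cut at about 40% in these data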;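 further: 0% = DMSO wells and 100% = unlabeled Bim-BH3 peptide control; higher means more loss of mP so more displacement of Bim peptide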
Target sequence (Q07820 whole entry, looked up): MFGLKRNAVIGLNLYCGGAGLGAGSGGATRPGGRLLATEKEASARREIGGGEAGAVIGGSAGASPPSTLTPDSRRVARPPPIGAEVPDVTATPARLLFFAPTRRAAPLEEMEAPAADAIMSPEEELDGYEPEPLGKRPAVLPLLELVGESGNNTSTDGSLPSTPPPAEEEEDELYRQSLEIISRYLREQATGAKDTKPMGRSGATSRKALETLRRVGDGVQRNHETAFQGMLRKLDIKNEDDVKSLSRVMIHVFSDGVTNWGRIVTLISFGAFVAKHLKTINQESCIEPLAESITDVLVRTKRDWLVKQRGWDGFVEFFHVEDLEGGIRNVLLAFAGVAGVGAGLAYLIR
PME-1 inh: PME-1 (human) inhibition; Q9Y570; recombinant PME-1, FP-Rh probe fluorescence polarization; inhibition, % at 5.9 µM; actives 0.53% (n = 320,000); AID 2130;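 active means inhibition above the campaign mean of all compounds plus 3 SD, cut at about 26% in these data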;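 further: competitive labeling of PME-1 active site by serine hydrolase directed probe; 0% = PME-1 with DMSO and 100% = wells lacking PME-1 enzyme; inhibitors block probe labeling so polarization falls and inhibition rises; many of its hits are not listed in these tables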
GLD-1 RNA inh: GLD-1-TGE RNA interaction inhibition (C. elegans); AID 2280; purified GLD-1 + fluorescein TGE RNA, fluorescence polarization; Q17339; actives 0.44% (n = 320,000); inhibition, % at 5.96 µM;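 active means percent inhibition above a per-plate cutoff, the plate mean of test compounds plus 3 SD, cut at about 30% in these data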;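 further: 0% = DMSO wells with GLD-1 and probe and 100% = wells lacking GLD-1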
Target sequence (Q17339 whole entry, looked up): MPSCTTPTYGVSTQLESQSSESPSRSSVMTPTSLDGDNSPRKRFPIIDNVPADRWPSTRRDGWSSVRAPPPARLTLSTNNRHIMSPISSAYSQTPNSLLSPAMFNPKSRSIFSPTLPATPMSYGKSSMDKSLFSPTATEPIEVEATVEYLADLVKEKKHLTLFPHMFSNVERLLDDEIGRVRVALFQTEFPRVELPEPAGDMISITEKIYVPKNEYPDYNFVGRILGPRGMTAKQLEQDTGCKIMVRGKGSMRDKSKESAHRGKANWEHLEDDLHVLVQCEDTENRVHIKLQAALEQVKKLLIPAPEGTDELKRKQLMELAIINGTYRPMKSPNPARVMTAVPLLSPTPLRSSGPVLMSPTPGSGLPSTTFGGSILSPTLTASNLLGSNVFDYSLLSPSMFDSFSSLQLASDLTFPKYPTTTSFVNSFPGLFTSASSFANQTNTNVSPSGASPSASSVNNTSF
VLA-4 inh: inhibition in a human VLA-4 binding assay; P13612; VLA-4 expressing cells, ligand binding flow cytometry; inhibition, % (about 7 µM as worked out from the volumes in the protocol); actives 0.2% (n = 330,000); AID 2557; in the data active means inhibition above about 50%
MEX-5 binding: C. elegans MEX-5 TCR-2 RNA binding activity; Q9XUB2; MEX-5/FITC-TCR2 RNA binding, fluorescence polarization; active compounds read low; activity score (negative = inhibition of binding), % at 10 µM; actives 0.38% (n = 300,000);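 active means inhibition past about -25% in most replicates, and total fluorescence under double the plate's negative control median, limit read from the data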;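 further: 0% = DMSO and -100% = 5 µM competing unlabeled TCR2 RNA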
Fam108B counter: counter-screen for RBBP9 inhibitors: inhibitors of mouse Fam108B. recombinant Fam108B, FP-Rh probe fluorescence polarization. inhibition, % at 9.51 µM. actives 0.33% (n = 300,000);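 active means inhibition above the screen mean inhibition plus 3 SD, computed separately per campaign, cut at about 18% in these data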;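 further: inhibitors lower polarization as less probe binds the enzyme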
Efflux pump inh: blocks antifungal efflux pumps in multiplex yeast assay; S. cerevisiae Candida pump triplex, Nile Red efflux; inhibition, % at 10 µM; actives 0.44% (n = 330,000);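 active means plate passing quality check with inhibition over a set limit, or well fluorescence over plate mean plus 4 SD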;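 further: Nile Red retained in pooled yeast measured as flow cytometry median fluorescence; 0% = buffer negative control and 100% = Enniatin B positive control; higher means more Nile Red kept so more efflux inhibition; some compounds called inactive have numbers as strong as hits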
Bcl-xL primary: Bcl-xL (human) inhibition; GST-Bcl-xL / FITC-Bim BH3 peptide fluorescence polarization; Q07817; inhibition, % at 10.9 µM; actives 0.7% (n = 320,000);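 active means inhibition above the mean of all tested compounds plus 3 SD, cutoff set per campaign, cut at about 30% in these data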;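 further: 0% = DMSO wells and 100% = unlabeled Bim-BH3 peptide competitor; inhibitors lower millipolarization by displacing the labeled peptide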
Target sequence (Q07817 whole entry, looked up): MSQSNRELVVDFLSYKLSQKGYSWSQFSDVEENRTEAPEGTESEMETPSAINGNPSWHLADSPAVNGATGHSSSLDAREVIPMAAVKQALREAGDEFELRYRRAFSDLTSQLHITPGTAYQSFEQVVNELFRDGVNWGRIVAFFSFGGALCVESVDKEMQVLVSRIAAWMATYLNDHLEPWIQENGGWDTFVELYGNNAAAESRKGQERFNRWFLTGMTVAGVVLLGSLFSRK
GRK2 aptamer HTS: blocks RNA aptamer binding to human GRK2. inhibition of aptamer binding, % at 10 µM. bead flow cytometry, FAM-aptamer displacement from GRK2. P25098. actives 0.59% (n = 330,000);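 active means inhibition of aptamer binding above 40%, roughly 3 SD of noise, on plates passing a quality check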;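 further: median bead fluorescence of bound FAM aptamer so fluorescent compounds give negative values; no value below 0 was filed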
An asterisk follows results filed as active; . = not tested or not shown.

SMILES | MCL1 BIM primary | PME-1 inh | GLD-1 RNA inh | VLA-4 inh | MEX-5 binding | Fam108B counter | Efflux pump inh | Bcl-xL primary | GRK2 aptamer HTS
CCCn1c(=O)c(C(=O)NNC(=O)c2ccccc2Cl)c(O)c2ccccc21 | 7 | 3 | 0 | 2 | 3.4 | -1 | -0.1 | 1 | 2
COc1cc(OC)c2ccc(=O)oc2c1C(CCN1CCN(c2ccccc2)CC1)c1ccc(N(C)C)cc1 (stereo unspecified) | 4 | 9 | 3 | 18 | -1.4 | 4 | 0.0 | 2 | 0
COc1ccc(N2CCN(C(=O)COc3ncnc4ccccc34)CC2)cc1 | 3 | -4 | -3 | 11 | 2.3 | -3 | 0.0 | 4 | 0
COC(=O)c1ccc(SCC(=O)NCc2ccccc2)c([N+](=O)[O-])c1 | 3 | 9 | 1 | 10 | 1.2 | -2 | -0.1 | -2 | 0
COc1cccc(-c2nc(CS(=O)CC(=O)NC3CCCCC3)c(C)o2)c1 (stereo unspecified) | -3 | 3 | -5 | -1 | 0.4 | -2 | 0.2 | 0 | 3
CN(C(=O)c1ccccn1)c1nnc(-c2cnccn2)s1 | 6 | -5 | 0 | 9 | -1.5 | -3 | 0.0 | 4 | 6
CC12COC3(C(=O)Nc4ccc(Cl)cn4)CC1CCC32C (stereo unspecified) | -2 | 0 | -4 | -11 | 1.0 | 3 | 0.0 | 4 | 0
Cc1ccc(-n2ccnc(SCC(=O)NC3CCCC3)c2=O)cc1Cl | 7 | -2 | 5 | -4 | 0.4 | -4 | 0.0 | 7 | 0
CN1CCN(NC(=O)c2cccc(C(F)(F)F)c2)CC1 | -1 | -7 | 2 | 13 | -4.3 | -1 | -0.1 | 0 | 1
Cc1cc(C)cc(N(CC(=O)N2CCN(c3ccccc3)CC2)S(=O)(=O)c2c(C)noc2C)c1 | 3 | 2 | -1 | 19 | -3.0 | -4 | 0.5 | -1 | 3

Another view of two compounds above:
Structure: COc1ccc(N2CCN(C(=O)COc3ncnc4ccccc34)CC2)cc1
  MCL1 BIM primary = 3 | PME-1 inh = -4 | GLD-1 RNA inh = -3 | VLA-4 inh = 11 | MEX-5 binding = 2.3 | Fam108B counter = -3 | Efflux pump inh = 0.0 | Bcl-xL primary = 4 | GRK2 aptamer HTS = 0
Structure: COC(=O)c1ccc(SCC(=O)NCc2ccccc2)c([N+](=O)[O-])c1
  MCL1 BIM primary = 3 | PME-1 inh = 9 | GLD-1 RNA inh = 1 | VLA-4 inh = 10 | MEX-5 binding = 1.2 | Fam108B counter = -2 | Efflux pump inh = -0.1 | Bcl-xL primary = -2 | GRK2 aptamer HTS = 0

Going on with the list:
SMILES | MCL1 BIM primary | PME-1 inh | GLD-1 RNA inh | VLA-4 inh | MEX-5 binding | Fam108B counter | Efflux pump inh | Bcl-xL primary | GRK2 aptamer HTS
CSc1nc(C)cc(OCCO)n1 | 4 | -2 | 2 | 4 | 1.0 | -3 | -0.1 | 5 | 2
COc1cccc(C(=O)NC2CCSC2=O)c1 (stereo unspecified) | 5 | -3 | -2 | 15 | -0.9 | -4 | -0.1 | 0 | 1
CN(c1ccccc1)S(=O)(=O)c1cccc(NC(=O)c2cccc(C#N)c2)c1 | -7 | -12 | 3 | 4 | . | . | 0.4 | -4 | 0
O=S(=O)(c1ccccc1)N1CCN=C1SCc1ccccc1 | -1 | 5 | 8 | -7 | -2.1 | 5 | 0.0 | -1 | 0
Cc1ccc2nc(-c3ccc(NC(=O)C4CCCO4)cc3)[nH]c2c1 (stereo unspecified) | 11 | -3 | 10 | 9 | -0.1 | -3 | 0.0 | 0 | 2
CCc1ccccc1N(C(=O)c1snc(C(N)=O)c1N)C(C(=O)NCC1CCCO1)c1ccc(C)o1 (stereo unspecified) | 2 | -6 | 5 | -8 | -3.6 | -1 | -0.3 | 8 | 11
CCn1c(SCC(=O)NCC(=O)Nc2ccc(F)cc2)nnc1-c1cccs1 | -3 | 2 | 3 | 5 | 1.5 | -5 | 0.0 | -6 | 0
Nc1c(N(CCC2=CCCCC2)C(=O)c2ccccc2F)c(=O)[nH]c(=O)n1Cc1ccccc1 | -18 | -3 | 0 | 4 | . | . | -0.1 | -9 | 0
Cc1ccc(NC(=O)COC(=O)/C(=C/c2cccs2)c2cccs2)cc1S(=O)(=O)N(C)C | 2 | -18 | 3 | 11 | -3.4 | -34 | -0.4 | 4 | 0
C=CCn1c(N)cc(=O)nc1SCC(=O)N(c1ccccc1)c1ccccc1 | -8 | -2 | 8 | -1 | -0.3 | -2 | 0.0 | -2 | 0
COc1ccc(OC)c(NC2c3ncccc3C(=O)N2Cc2ccco2)c1 (stereo unspecified) | 12 | 2 | 6 | 4 | 0.7 | 1 | -0.2 | 7 | 0
O=C(Nc1nc2c(s1)CCCC2)c1nn(Cc2ccccc2)c(=O)c2ccccc12 | -2 | -5 | 4 | 11 | -1.3 | -9 | -0.2 | 3 | 0
O=C(CNC(=O)c1ccc2c(c1)OCCO2)N/N=C/c1ccco1 | 4 | 3 | 1 | 0 | -1.6 | -2 | 0.0 | 6 | 0
CCS(=O)(=O)NCc1cn2c(C)csc2n1 | 8 | 5 | 4 | 3 | -0.1 | 2 | -0.1 | 5 | 4
COC(=O)COC(=O)c1ccc(-n2nnnc2SC)cc1 | -15 | -4 | -2 | -32 | -0.8 | -4 | 0.1 | -8 | 4
Cc1ccc(CNC(=O)C2CCN(C(=O)c3cccc(Cl)c3)CC2)cc1 | 11 | -5 | 1 | -6 | 2.3 | 1 | -0.1 | 2 | 5
CC(C)NC(=O)N(C)C[C@H]1Oc2c(NS(=O)(=O)c3cccs3)cccc2C(=O)N([C@H](C)CO)C[C@@H]1C | . | . | 4 | 24 | . | . | -0.2 | . | 3
COC(=O)C1=CNC=C(C(=O)OC)C1c1cccc2ccccc12 | 2 | -1 | 0 | 5 | 3.6 | -2 | 0.0 | 0 | 1
CCN(CC)CCNC(=O)NC1CCCCC1 | 4 | 3 | 5 | 0 | -0.4 | -1 | 0.0 | 1 | 2
COc1ccc(OC)c(N=C2SCCCN2C(=O)c2ccc(N3C(=O)CCC3=O)cc2)c1 | -1 | -2 | -2 | 10 | 0.3 | 4 | 0.2 | 3 | 0
CC(C)c1onc(C(=O)NC2CCCCC2)c1[N+](=O)[O-] | 8 | 1 | 6 | 8 | -1.8 | 0 | -0.1 | 6 | 1
COc1ccc(COc2cc(-c3cccc(OC)c3)nc3ccc(N)cc23)cc1 | 1 | 2 | -6 | 8 | 0.7 | 6 | -0.1 | 2 | 0
COCCCNC(=O)CCCC(=O)NCCCOC | 3 | 2 | 0 | 21 | 3.3 | -6 | 0.0 | -4 | 1
Nc1ncc2c(n1)-c1ccoc1CC2 | 1 | -3 | 3 | 14 | -0.3 | -2 | 0.1 | 6 | 0
CC(C)(C)c1nc2c(s1)CCc1onc(-c3ccc(Br)cc3)c1-2 | -1 | 2 | -8 | 21 | -2.1 | 5 | -0.2 | 5 | 9
Cc1ccc([N+](=O)[O-])cc1NC(=S)NC(=O)c1ccco1 | 0 | 0 | -1 | 10 | -1.4 | -2 | 0.2 | -2 | 1
Cc1cc(C(=O)NNc2ccc(F)cc2)no1 | -9 | 2 | -2 | 29 | 0.7 | 1 | -0.1 | 0 | 2
COc1ccc([N+](=O)[O-])cc1NC(=O)c1cccs1 | -4 | -3 | 4 | 4 | 0.9 | -6 | -0.2 | 0 | 1
O=[N+]([O-])c1ccc(S(=O)(=O)NCCN2CCOCC2)cc1 | -18 | -5 | -7 | 0 | 1.9 | -7 | 0.1 | -8 | 4
CCC(=O)Nc1ccc2c(c1)OCCO2 | -6 | 10 | 0 | -9 | 0.0 | 5 | -0.1 | 0 | 2
CCOC(=O)CNS(=O)(=O)c1cc(-c2nnc(Nc3ccc4c(c3)OCO4)c3ccccc23)ccc1C | 9 | 6 | 3 | 61* | -2.2 | 4 | 0.2 | 15 | 3
O=C(O)C1C2C=CC(C2)C1C(=O)NCCCN1CCOCC1 (stereo unspecified) | 4 | -1 | 10 | 7 | -0.3 | 3 | 0.0 | 6 | 1
O=C(O)C(Cc1ccccc1)N1C(=O)c2ccccc2C1=O (stereo unspecified) | -2 | -6 | -4 | 2 | -0.8 | 0 | -0.2 | -1 | 2
CCOc1cc(/C=N/NC(=O)c2cc(-c3cccnc3)nc3ccccc23)ccc1O | 2 | 6 | 5 | -1 | -0.4 | 3 | 0.2 | 0 | 0
CC(C(=O)NC(C)(C)C)N1C(=O)c2cccc3cccc(c23)C1=O (stereo unspecified) | 6 | 0 | 7 | -1 | -3.3 | 2 | -0.2 | 8 | 4
O=C(Nc1nccs1)c1cccc(S(=O)(=O)N2CCCC2)c1 | 8 | -2 | -5 | -15 | 0.0 | 2 | 0.1 | 2 | 3
Cc1ccccc1/C=C/c1nc2ccccc2c(=O)n1Cc1ccccc1 | 5 | -2 | 1 | -1 | 0.4 | -8 | -0.1 | 3 | 0
COc1cc(/C=C/C(=O)O)cc(S(=O)(=O)NCCO)c1OC | 2 | -1 | 6 | -11 | -2.4 | -5 | 0.0 | 1 | 5
CC(Oc1ccccc1)c1ccnn1S(C)(=O)=O (stereo unspecified) | 7 | 4 | 5 | 15 | -0.6 | 0 | 0.0 | 6 | 38
O=C(c1ccccn1)N(c1ccccc1)C1(C(=O)NC2CCCCC2)CCCCC1 | 8 | 2 | 4 | 9 | -0.5 | 2 | -0.1 | 3 | 0

Part of the list above, showing only Efflux pump inh.
SMILES	Efflux pump inh
CC(Oc1ccccc1)c1ccnn1S(C)(=O)=O (stereo unspecified)	0.0
O=C(c1ccccn1)N(c1ccccc1)C1(C(=O)NC2CCCCC2)CCCCC1	-0.1

Following part:
SMILES | MCL1 BIM primary | PME-1 inh | GLD-1 RNA inh | VLA-4 inh | MEX-5 binding | Fam108B counter | Efflux pump inh | Bcl-xL primary | GRK2 aptamer HTS
O=C1CN(c2ccccc2F)C(=O)CN1c1ccccc1F | -2 | -7 | 2 | 15 | -1.2 | 1 | 0.0 | 3 | 0
O=C(NCc1cn2ccccc2n1)c1ccc(Br)o1 | 5 | -5 | 9 | 6 | 0.9 | 6 | 0.2 | 1 | 0
CCC1CCCCN1CCCNC(=O)c1cn(C)c2ccc(S(=O)(=O)N3CCOCC3)cc2c1=O (stereo unspecified) | 1 | 3 | 1 | 0 | 2.4 | -5 | 0.0 | 5 | 1
O=C(O)CCCc1ccccc1 | . | . | -3 | 18 | . | . | 0.1 | . | 0
O=C(CNC(=O)COc1ccccc1)NCCc1ccccn1 | 3 | 2 | 2 | -5 | 0.8 | 0 | 0.1 | 3 | 0
O=C(COc1ccccc1)NCC(=O)N/N=C/c1ccc(Br)cc1 | 7 | -5 | 3 | 10 | 0.7 | -21 | -0.5 | 5 | 7
CC(Sc1nnc(-c2cccs2)n1Cc1ccccc1)C(=O)NCc1ccc2c(c1)OCO2 (stereo unspecified) | 2 | 2 | 4 | 11 | -0.2 | -2 | 0.0 | -1 | 0
CCCNC(=O)Nc1ccc2c(c1)N(C)C(=O)c1ccccc1S2 | -1 | -4 | 8 | 33 | -1.1 | -2 | 0.0 | 2 | 0
CCOC(=O)c1c(OCCO)noc1N | 3 | -1 | 6 | 15 | -0.4 | -4 | 0.0 | 7 | 1
Cc1ccnc(NC(=O)c2cc([N+](=O)[O-])cc([N+](=O)[O-])c2)c1 | -1 | 4 | 7 | 6 | -0.1 | 4 | 0.0 | 8 | 0

These rows are one share of the data, so the mix of outcomes need not match the whole.
